# Source: PubChem (National Center for Advancing Translational Sciences (NCATS))
# TrxR1 substrate: is turned over as a substrate by rat TrxR1; O89049; purified TrxR1 substrate turnover, NADPH consumption readout; Potency, µM (highest dose often 114 µM), without a hit: at the top dose activity change, negative = substrate turnover; actives 0.01% (n = 390,000); note: potency is the fitted concentration of half-maximal effect; % is set by controls: 0 for no effect and ±100 for the full control effect; nearly all actives have a fitted effect of over 50% in size
# Target sequence (O89049 whole entry, looked up): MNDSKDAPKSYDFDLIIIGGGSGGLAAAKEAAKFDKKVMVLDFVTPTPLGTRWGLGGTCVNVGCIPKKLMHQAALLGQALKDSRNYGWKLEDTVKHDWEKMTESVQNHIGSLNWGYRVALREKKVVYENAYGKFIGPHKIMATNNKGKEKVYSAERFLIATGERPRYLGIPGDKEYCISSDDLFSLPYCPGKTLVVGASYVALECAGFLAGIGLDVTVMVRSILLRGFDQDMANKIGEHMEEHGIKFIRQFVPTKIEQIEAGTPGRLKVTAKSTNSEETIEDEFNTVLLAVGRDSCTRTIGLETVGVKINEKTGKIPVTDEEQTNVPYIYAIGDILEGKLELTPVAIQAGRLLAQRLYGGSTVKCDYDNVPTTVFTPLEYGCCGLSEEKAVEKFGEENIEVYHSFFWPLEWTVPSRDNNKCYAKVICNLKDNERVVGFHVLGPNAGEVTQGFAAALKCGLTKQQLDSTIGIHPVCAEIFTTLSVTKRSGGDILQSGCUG
#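 Rat TrxR1, dispensed at 90 nM, was prereduced with 400 uM NADPH (final) for 5 min at ~22 deg C, then incubated with compound 15 min before 400 uM selenite. A first-read NADPH fluorescence drop versus no-compound background flagged substrates.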
# GRP78 ERSR act: ER stress response induction in glioma; U87-MG GRP78 promoter luciferase reporter, 16 h; actives 0.02% (n = 420,000); AID 602332; Potency, µM, for the others: top-dose activation, usual class: activators; note: potency is the fitted concentration of half-maximal effect; series mostly up to about 76 µM; % of control where 0% means no effect; nearly all actives have a fitted effect of over 35% in size
#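 Stably transfected U87-MG glioma cells carrying a GRP78-based luciferase sensor; 16 h compound incubation. Luminescence end-point read 10 min after Bright-Glo addition at room temperature.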
# TrxR1 inh: blocks rat thioredoxin reductase 1. actives 1% (n = 390,000). recombinant rTrxR1, NADPH fluorescence consumption, selenite substrate. Potency, µM (top dose mostly 114 µM), inactives show at the top dose activity change, negative = inhibition, hits mostly inhibitors. AID 588453; note: potency is the fitted concentration of half-maximal effect; % is set by controls: 0 for no effect and ±100 for the full control effect; nearly all actives have a fitted effect of over 65% in size
#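 Rat TrxR1 (90 nM in the dispensed reagent) was pre-reduced with 400 uM NADPH for 5 min at room temperature, then incubated with compound for 15 min. After 400 uM selenite was added, NADPH fluorescence (Ex 340/Em 450 nm) was followed for 8 min.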
# IDH1 R132H inh: inhibitors of human mutant IDH1 R132H | Potency, µM (doses to about 76.6 µM), inactives show top-dose activity change, negative = inhibition, usual class: inhibitors | actives 0.093% (n = 390,000) | IDH1-R132H enzyme, NADPH consumption, diaphorase/resazurin fluorescence | O75874; note: potency is the fitted concentration of half-maximal effect; % is set by controls: 0 for no effect and ±100 for the full control effect; nearly all actives have a fitted effect of over 65% in size
# Target sequence (O75874 whole entry R132H, stated change not applied): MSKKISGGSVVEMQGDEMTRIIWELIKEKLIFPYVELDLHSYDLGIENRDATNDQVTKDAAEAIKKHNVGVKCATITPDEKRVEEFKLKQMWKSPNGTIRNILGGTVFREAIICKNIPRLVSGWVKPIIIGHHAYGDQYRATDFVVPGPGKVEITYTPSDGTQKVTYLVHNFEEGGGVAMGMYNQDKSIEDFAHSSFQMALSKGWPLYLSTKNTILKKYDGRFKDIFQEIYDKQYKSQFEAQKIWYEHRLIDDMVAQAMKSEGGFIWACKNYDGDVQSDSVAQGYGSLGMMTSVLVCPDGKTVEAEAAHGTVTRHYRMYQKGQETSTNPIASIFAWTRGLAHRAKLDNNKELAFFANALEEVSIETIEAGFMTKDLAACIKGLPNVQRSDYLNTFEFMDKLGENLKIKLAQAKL
#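 IDH1-R132H (0.5 ug/mL dispensed) in pH 7.5 Tris buffer was preincubated 30 min with compound, then given a substrate mix of 0.016 mM NADPH and 2 mM alpha-KG for 80 min at room temperature; remaining NADPH was read by diaphorase/resazurin fluorescence.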
# Vif-A3F inh: inhibitors of Vif-A3F interaction; HeLa A3F-eYFP + Vif (tagged APOBEC3F with the HIV-1 protein that degrades it), YFP fluorescence increase; AID 602313; actives 0.2% (n = 390,000); Potency, µM (highest dose often 46.1 µM), for inactives: top-dose activity, negative = active; note: potency is the fitted concentration of half-maximal effect; % of control where 0% means no effect; nearly all actives have a fitted effect of over 65% in size
#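 HeLa cells stably expressing Vif plus C-terminally eYFP-tagged A3F were seeded, incubated overnight at 37 deg C, dosed with compound, incubated overnight again at 37 deg C. Yellow fluorescence (Ex 488/Em 500-530) reported blocked Vif-mediated A3F-eYFP degradation.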
# Vif-APOBEC3G blk: blocks the Vif interaction with human APOBEC3G. Potency, µM (titrated, usually from 46.1 µM), inactives show at the highest dose activity, negative = active, hits mostly inhibitors. HeLa A3G-eYFP + Vif (tagged APOBEC3G with the HIV-1 protein that degrades it), YFP fluorescence, overnight. actives 0.076% (n = 410,000);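 note: potency is the fitted concentration of half-maximal effect; % is set by controls: 0 for no effect and ±100 for the full control effect; nearly all actives have a fitted effect of over 60% in size; hits raise eYFP signal because A3G escapes Vif-driven loss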
#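 Read-out is eYFP fluorescence (Ex 488/Em 500-530) from Vif-expressing HeLa A3G-eYFP cells; more signal means A3G escaped Vif-mediated degradation. Cells plated overnight, compound pinned in, incubated overnight at 37 deg C.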
# USP1 inh: inhibitors of human USP1/UAF1 deubiquitinase. O94782. recombinant USP1/UAF1, Ub-Rhodamine cleavage fluorescence. Potency, µM (doses to about 57.1 µM), inactives show at the highest dose activity change, negative = inhibition, actives largely listed as inhibitors. actives 0.23% (n = 390,000). AID 743255; note: potency is the fitted concentration of half-maximal effect; % is set by controls: 0 for no effect and ±100 for the full control effect; nearly all actives have a fitted effect of over 60% in size; inactives centre near -12
#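 USP1/UAF1 complex at 1 nM was preincubated with compound for 15 min at room temperature, then Ub-Rho substrate (150nM final) was added. Fluorescence (480/540 nm) was read kinetically, 6 reads every 60 seconds.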
# LDHA block: LDHA (human) enzyme inhibition; activity change, % (values are at about 110 or 230 µM); actives 0.15% (n = 480,000); purified LDHA, NADH/diaphorase-resazurin fluorescence; active compounds read low; P00338; in the data active = activity change below about -30%; inconclusive = mostly about -25% to -30%;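 note: plate controls were DMSO wells for no effect and wells without enzyme for full effect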
#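 LDH5 2 nM; NADH 0.06 mM, pyruvate 0.2 mM; 200 mM Tris pH 7.4, EDTA, Tween-20; 5 min RT. Detection: diaphorase 0.133 mg/mL + resazurin 37 µM, fluorescence ex540/em590 at 0 and 20 min; normalized to enzyme-free and DMSO wells.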
# RGS4 inh: inhibitors of human regulator of G protein signaling 4; P49798; Transcreener GDP fluorescence polarization, RGS4-accelerated GTP hydrolysis; Potency, µM (top dose mostly 114 µM), for inactives: at the top dose activity change, negative = inhibition, actives largely listed as inhibitors; actives 0.039% (n = 390,000); AID 504845; note: potency is the fitted concentration of half-maximal effect; % is set by controls: 0 for no effect and ±100 for the full control effect; nearly all actives have a fitted effect of over 75% in size; some results filed as inactive show a strong effect at the top dose
#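 MLSMR compounds (23 nl, pin-transferred) preincubated 10 min at room temperature with a 500nM (2x) first reagent, then RGS4 at 900nM (2x) plus Transcreener GDP mix added; fluorescence polarization (620/688 nm) read before and after 90 min at 30 °C.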
# * hit, by the source's call; ? = inconclusive; . = no result given; & = joins results of further samples; [ ] = remark or other dose. Unless noted, calls come from the whole dose curve; as a rule, active = well fitted curve in the direction sought with a large enough effect; inconclusive = small, poorly fitted or top-dose-only effect, or another doubt; inactive = no such curve, though single readings can be large; an effect the other way counts as inactive or inconclusive.
SMILES,TrxR1 substrate,GRP78 ERSR act,TrxR1 inh,IDH1 R132H inh,Vif-A3F inh,Vif-APOBEC3G blk,USP1 inh,LDHA block,RGS4 inh
CCCCCCCCCC[Si](C)(C)CCC(=O)NC(Cc1ccc(C)cc1)c1ccccc1 (stereo unspecified),7%[57.1 µM],-3%,21%[57.1 µM],.,.,.,.,.,-6%[56.9 µM]
CCCCC/C(=N\O)c1c[nH]c2ccccc12,-12%,5%,13%[57.1 µM],0%,-11%,-7%,-12%,2,-30%
Cc1[nH]c2c(Cl)cccc2c1CCN,0%,-6%,3%,8%,.,2%,-2%,-5,4%
COc1ccccc1N1CCN(Cc2cnc(-c3ccccc3)[nH]2)CC1,6%[57.1 µM],-2%,22%[57.1 µM],-3%,-7%,0%,?,-9,-3%
Cc1cccc(C)c1NC(=O)c1cccn(Cc2ccc3c(c2)OC(F)(F)O3)c1=O,-3%,0%,15%,2%,3%,1%,-24%,3,4%
CCc1ccc(NC(=O)C(C)OC(=O)c2c(C)nn(Cc3ccccc3)c2Cl)cc1 (stereo unspecified),3%[57.1 µM],-1%,1%[57.1 µM],-1%,0%,-1%,-23%,-19,15%
c1ccc(C2(N3CCCCC3)CCCCC2)cc1,-2%,-1%,0%,2%,-1%,1%,-20%,-4,-10%
Clc1ccc2c(c1)C(OC1CN3CCC1CC3)c1ccccc1CS2 (stereo unspecified),-6%,-10%,-8%,5%,2%,-2%,-16%,-2,-16%
CC1(C)CN=C(Nc2ccc(F)c(F)c2)S1,5%[57.1 µM],-2%,15%[57.1 µM],10%,0%,1%,-14%,-8,10%
C=CCN1C(=O)NC(=O)C(Cc2ccc(OC)c(OC)c2)C1=O (stereo unspecified),5%,-3%,-4%,-3%,4%,-1%,-16%,-2,-26%
CC(C)CCC1(CN2CCCC2=O)C(=O)NC(=O)NC1=O,-6%,-2%,0%,1%,-8%,2%,-9%,-7,-5%
Cc1ccc(Cl)cc1-n1c(O)c(C=NCCCN2CCOCC2)c(=O)[nH]c1=O,3%[11.4 µM],-1%,-9%[11.4 µM],7%,1%,-6%,-5%,-3,3%[11.4 µM]
CCC(=NCCCN(CC)CC)c1c(O)n(C2CCCCC2)c(=O)[nH]c1=O,-7%,-4%,-23%,5%,-4%,-1%,-16%,-2,-36%
C=C(C)[C@@H]1CC[C@]2(C(=O)O)CC[C@]3(C)C(CCC4[C@@]5(C)CC[C@H](O)C(C)(C)C5CC[C@]43C)C12 (stereo partly specified),1%,-2%,15%,-3%,3%,?,-25%,-3,-11%
CN1C[C@H](CO)C[C@@H]2c3cccc4[nH]cc(c34)C[C@H]21,0%,-6%,12%,3%,-3%,2%,-17%,-1,-22%
CC[C@H](C)[C@@H](C(=O)N1CCCC1c1nccs1)N(C)C(=O)[C@H](CC(C)C)N(C)C(=O)[C@H](Cc1ccc(OC)cc1)N(C)C(=O)/C=C(\C)OC (stereo partly specified),-6%,0%,8%,-3%,-3%,-3%,-12%,0,7%
O=C(CI)c1ccc(Cl)cc1,7%,-3%,-5%,.,.,0%,.,-4,.
C=CCN1C(=O)NC(=O)/C(=C\c2ccc(-c3ccccc3[N+](=O)[O-])o2)C1=O,19%[57.1 µM],-5%,-9%[57.1 µM],13%,-12%,-11%,-8%,2,?
CCOC(=O)c1c(C)[nH]c(C(=O)C(C)N2CCCC2)c1C (stereo unspecified),1%[57.1 µM],-5%,-4%[57.1 µM],1%,14%,1%,-10%,-2,2%
COc1ccc(-c2nn(CCC#N)cc2C(=O)O)cc1,3%,2%,9%,9%,0%,0%,-6%,-8,22%
O=c1[nH]c(=S)n(Cc2ccc(F)cc2)c(O)c1C=NCCCn1ccnc1,5%[57.1 µM],-4%,0%[57.1 µM],9%,15%,-12%,-11%,-4,25%
CCc1ccccc1NC(=O)CN1CCN(C(=O)COc2ccccc2C#N)CC1,8%,-2%,22%,5%,0%,4%,-21%,-2,0%
CNc1ccccc1,1%,-1%,6%,16%,-6%,0%,?,-16,16%
CCN(CC)c1ccc(C=C2C(=O)NC(=S)NC2=O)cc1,-5%,-14%,4.5µM*,-7%,?,?,-18%,-2,?
N[C@H](CO)Cc1ccccc1,6%,-3%,20%,-5%,2%,-3%,-13%,-17,2%

# Not a retest: 3 of the compounds above.
SMILES,TrxR1 substrate,GRP78 ERSR act,TrxR1 inh,IDH1 R132H inh,Vif-A3F inh,Vif-APOBEC3G blk,USP1 inh,LDHA block,RGS4 inh
CCCCCCCCCC[Si](C)(C)CCC(=O)NC(Cc1ccc(C)cc1)c1ccccc1 (stereo unspecified),7%[57.1 µM],-3%,21%[57.1 µM],.,.,.,.,.,-6%[56.9 µM]
CCCCC/C(=N\O)c1c[nH]c2ccccc12,-12%,5%,13%[57.1 µM],0%,-11%,-7%,-12%,2,-30%
Cc1[nH]c2c(Cl)cccc2c1CCN,0%,-6%,3%,8%,.,2%,-2%,-5,4%

# Next records follow:
SMILES,TrxR1 substrate,GRP78 ERSR act,TrxR1 inh,IDH1 R132H inh,Vif-A3F inh,Vif-APOBEC3G blk,USP1 inh,LDHA block,RGS4 inh
NS(=O)(=O)c1nc[nH]c1[N+](=O)[O-],-15%,0%,?,10%,-7%,0%,-5%,-5,12%
CCC1(CC)C(=O)NC(=NCCc2c[nH]c3ccccc23)NC1=O,6%[57.1 µM],-1%,12%[57.1 µM],0%,-10%,0%,-10%,-6,27%
CCNc1ccc(P(=S)(N(C)C)N(C)C)cc1,10%[57.1 µM],2%,4%[57.1 µM],5%,2%,-1%,-9%,7,-35%
COc1ccccc1N1CCN(Cc2cccc(OC)c2O)CC1,2%,0%,15%,-2%,-2%,1%,-25%,2,-37%
CC(C)(C)NC(=S)N1CCn2cccc2C1c1cccnc1 (stereo unspecified),1%[57.1 µM],-2%,5%[57.1 µM],6%,5%,1%,?,-4,-4%
COC(=O)C1=C(N)Oc2c(c(=O)oc3ccccc23)C1c1cccnc1 (stereo unspecified),-3%,-6%,-1%,10%,4%,0%,-15%,-2,-2%
CCOC(=O)C1C(=O)NC2(C)CC1c1cc(OC)ccc1O2 (stereo unspecified),5%,-2%,-1%,0%,1%,-2%,-5%,-1,0%
COc1cc(Br)c(CNCCc2ccc3c(c2)OCO3)cc1OC,5%,-5%,-1%,10%,0%,-5%,?,-12,3%
O=C1NC(=S)NC(=O)C1=Cc1ccc(OCC(=O)N2CCCC2)cc1,-3%,-4%,5.6µM*,21%,1%,0%,-9%,-13,?
CCN1C(=O)C(=C2C=C(C)OC(C)=C2)C(=O)N(CC)C1=S,6%,0%,16%,1%,0%,-3%,-10%,-8,-5%
COC(=O)c1ccccc1NC(=O)N1C[C@@H]2C[C@@H](C1)c1cccc(=O)n1C2,1%,-1%,11%,-2%,0%,1%,-25%,3,-10%
CCc1ccc(CN2CCN(C(=O)Cc3ccccc3)CC2)cc1,-3%[57.1 µM],-2%,-2%[57.1 µM],4%,10%,8%,-13%,-20,0%
c1ccc(C2OCCN3CCCCC23)cc1 (stereo unspecified),-22%[57.1 µM],-4%,4%[57.1 µM],3%,9%,1%,-16%,-4,-14%
Cc1cc(/C=C2\C(=O)NC(=O)N(c3ccc(Cl)cc3)C2=O)c(C)n1-c1sc2c(c1C#N)CCCC2,-5%,?,50µM*,-9%,-18%,-7%,?,-2,?
C=CP(=O)(O)c1ccccc1,-7%,-4%,2%[57.1 µM],3%,6%,-1%,5%,-7,-13%
CCC12CN3CC(CC)(CN(C1)C3c1cccnc1)C2=O (stereo unspecified),-1%,-4%,-2%,1%,3%,-1%,0%,1,-26%
Nc1c2c(nc3ccccc13)CCN(Cc1ccccc1)C2,39%[activator][57.1 µM],-3%,-1%,-1%,-2%,1%,-17%,-1,9%
COC(=O)C1=C(c2ccc(-c3ccccc3)c(F)c2)C[C@@H]2CC[C@H]1N2C(=O)N1CCCCC1,-5%,-6%,10%,6%,-2%,-4%,-23%,1,18%
C=CCN1C(=O)NC(=O)/C(=C/c2ccc(OCC(=O)Nc3ccc(C)cc3)cc2)C1=O,4%,7%,20µM*,-7%,-7%,1%,-19%,-2,?
CC1=CC(=C2C(=O)NC(=S)NC2=O)C=C(C(F)(F)F)N1Cc1ccccc1,-10%[57.1 µM],-6%,17%[57.1 µM],11%,0%,0%,-18%,-1,-6%
CCc1sc(C(=O)N2CCC3(CC2)OCCO3)cc1Br,1%,-3%,10%,5%,1%,-4%,6%,-1&-3,0%
O=c1c2cc(Cl)cc(Cl)c2nc(CN2CCOCC2)n1-c1ccccc1F,20%[57.1 µM],-5%,-13%[57.1 µM],4%,0%,-3%,-10%,4,-32%
Cc1ccnc(-n2c(C)cc(C=C3C(=O)N(C)C(=S)N(C)C3=O)c2C)c1,-8%,-1%,18µM*,-8%,-1%,0%,6%,10,-12%
Cc1ccc(N)c(C(=O)c2ccc(Br)cc2)c1,1%,-2%,19%,15%,6%,-10%,-20%,1,-19%
O=c1c2ccccc2nc(CN2CCOCC2)n1-c1ccccc1F,6%,-2%,1%,4%,-2%,2%,-16%,-4,8%[56.9 µM]
CCOc1cc(C2NCc3ccccc3-n3cccc32)ccc1O (stereo unspecified),-4%,-3%,-6%,3%,-4%,-6%,-17%,1,-25%

# A portion of the library; rates above refer to the full screens.
